14-3-3 Bad inh: disrupts binding of bovine 14-3-3 zeta to phospho-Bad peptide. TR-FRET 14-3-3zeta/Dy647-pBad peptide displacement, 1 h. P63103. inhibition, % at 21.7 µM. AID 781. hit rate 0.71% among 220,000;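 active = inhibition above about 70%, limit read from the data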;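 also: 0% = full 14-3-3 plus peptide FRET controls and 100% = background without 14-3-3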
Rad51 HR inh: Rad51 (human) homologous recombination inhibition | hRad51 DNA strand exchange, fluorescence dequenching | inhibition, % at 10 µM | AID 1385 | Q06609 | hit rate 0.085% among 200,000;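 active = inhibition above 40% at the single screening dose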;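 also: 0% = DMSO control wells and 100% = blanks with heterologous ssDNA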
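material = hRad51 filaments on single-stranded DNA | reagent = Donor/quencher-labelled 47-bp dsDNA substrate | compound = 10 µM final, single point | schedule = strand-exchange reaction 15 min at room temperature | measured by = fluorescein emission 520 nm, excitation 485 nm | read-out basis = % inhibition versus plate control and blank means | benchmarks = plate controls and plate blanks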
eIF4E 4G PPI: inhibitors of eIF4E and eIF4G interaction in translation initiation. P63073+Q04637. TR-FRET eIF4E-eIF4GI(517-606) binding, 2 h. inhibition, % at 21.7 µM. hit rate 0.37% among 220,000. AID 782;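 also: 0% = full FRET control wells and 100% = background wells lacking eIF4GI fragment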
hK5 inh: blocks human kallikrein 5 protease activity; Q9Y337; recombinant hK5, fluorogenic AMC substrate cleavage; inhibition, % at 5 µM; hit rate 0.59% among 210,000; AID 873;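 active = inhibition of 40% or more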;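 also: 0% = enzyme controls without compound and 100% = no-enzyme blanks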
KCC2 mod: KCC2 (human) Cl- transport modulation; KCC2 cells, thallium flux FluoZin-2 fluorescence; B-score of Tl+ flux slope (higher = more flux/activation; lower = inhibition) at 10 µM; hit rate 2.2% among 190,000; AID 1456;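 active = thallium flux slope and its plate-corrected score both differing from the plate sample mean at a set confidence after two filtering rounds, in either direction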;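 also: slope of fluorescence scaled to starting intensity during 10 to 20 s after thallium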
thrombin 1536: thrombin (human) inhibition; hit rate 0.26% among 220,000; AID 1046; alpha-thrombin, Boc-VPR-AMC fluorogenic substrate cleavage; inhibition, % at 5 µM;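 active = inhibition at or above 40%; inactive = inhibition below 40%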;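 also: 0% = enzyme with no compound and 100% = wells without enzyme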
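System – human alpha-thrombin protein · Reagent – Boc-VPR-AMC substrate, 15 µM final · Compound – 5 µM single dose in 0.2% DMSO · Schedule – reaction at room temperature · Technique – AMC fluorescence at 355 nm excitation and 460 nm emission · Read-out basis – % inhibition relative to enzyme controls and enzyme-free blanks · Control set – no-compound enzyme wells and no-enzyme blanks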
EBV gp42 inh: EBV gp42 inhibition | Q1HVG2 | Fluorescence polarization binding assay, mP read-out | inhibition, % (tested at 21.74 µM) | hit rate 0.42% among 220,000; in the data active = inhibition above about 50%
Furin inhibitor: human furin inhibition. hit rate 0.061% among 220,000. P09958. purified furin, fluorogenic substrate cleavage. inhibition, % at 30 µM; in the data active = inhibition above about 25%; also: inactives centre near -15
Target sequence (P09958 108-714 limits assumed): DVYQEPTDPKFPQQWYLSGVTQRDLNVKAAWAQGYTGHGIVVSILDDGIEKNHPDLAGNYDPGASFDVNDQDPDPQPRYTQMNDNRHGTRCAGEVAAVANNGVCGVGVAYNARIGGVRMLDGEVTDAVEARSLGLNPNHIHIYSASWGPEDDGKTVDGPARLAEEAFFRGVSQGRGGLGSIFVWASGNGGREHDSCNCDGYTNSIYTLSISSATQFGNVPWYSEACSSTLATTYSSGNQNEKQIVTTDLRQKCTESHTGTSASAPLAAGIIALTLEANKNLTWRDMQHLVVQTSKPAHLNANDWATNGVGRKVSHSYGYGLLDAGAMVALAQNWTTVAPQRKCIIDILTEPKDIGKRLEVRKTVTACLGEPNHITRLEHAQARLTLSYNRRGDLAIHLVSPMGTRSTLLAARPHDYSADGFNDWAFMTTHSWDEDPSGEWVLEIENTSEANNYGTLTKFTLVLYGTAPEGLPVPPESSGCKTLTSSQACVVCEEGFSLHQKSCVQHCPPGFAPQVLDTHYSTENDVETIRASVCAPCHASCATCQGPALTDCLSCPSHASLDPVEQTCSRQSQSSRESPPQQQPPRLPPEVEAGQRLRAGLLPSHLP
p47phox inh: blocks human p47phox regulatory protein of NADPH oxidases. hit rate 0.53% among 220,000. p47phox/p22phox peptide binding, fluorescence polarization, 2 h. inhibition, % at 24.7 µM. AID 1274. P14598;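 also: 0% = p47phox with labelled peptide and 100% = labelled peptide alone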
Target sequence (P14598 whole entry, looked up): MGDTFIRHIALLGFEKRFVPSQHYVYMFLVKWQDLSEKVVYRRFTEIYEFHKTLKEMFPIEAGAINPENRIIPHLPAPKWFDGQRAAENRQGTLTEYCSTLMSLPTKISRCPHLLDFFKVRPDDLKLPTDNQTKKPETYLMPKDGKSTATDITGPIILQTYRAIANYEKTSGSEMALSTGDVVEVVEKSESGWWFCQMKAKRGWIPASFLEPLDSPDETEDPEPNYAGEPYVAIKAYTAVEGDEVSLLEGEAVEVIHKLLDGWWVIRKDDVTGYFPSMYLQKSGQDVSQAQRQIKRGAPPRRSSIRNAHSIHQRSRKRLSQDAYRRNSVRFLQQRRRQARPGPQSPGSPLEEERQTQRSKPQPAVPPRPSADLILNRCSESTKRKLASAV
An asterisk follows results filed as active; . = not tested or not shown; [ ] = another dose, or the depositor's remark.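 The calls were made as follows, unless noted: active = inhibition above about 30% (limit read from the data); inactive = the rest.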

SMILES	14-3-3 Bad inh	Rad51 HR inh	eIF4E 4G PPI	hK5 inh	KCC2 mod	thrombin 1536	EBV gp42 inh	Furin inhibitor	p47phox inh
COc1ccc(OC(=O)c2cccc(S(=O)(=O)N3CCCC3)c2)cc1	-3	-12	-5	-14	-0.96	-8	-15	-13[20 µM]	2
CCOc1ccc(NC(=O)N(CCC(C)C)C2CCN(C(C)=O)CC2)cc1	1	-3	7	-20	0.00028	-2	-14	-23[20 µM]	-1
Nc1cc(=O)[nH]c(SCC(=O)Nc2ccc3c(c2)CCC3)n1	-9	2	3	0	0.97	-7	-5	-22	1
O=C(CSc1nnc(-c2ccc(Br)cc2)n1C1CCCCC1)N1CCCC1	5	2	-1[fluorescence artefact?]	-22	-0.47	1	-20	-11[20 µM]	-7
CC(C)(C)c1ccc(/C=C2\Oc3cc(OC(=O)N4CCOCC4)ccc3C2=O)cc1	-10[fluorescence artefact?]	4	-14	-21	0.51	-11	-12	-6	-7
COc1cc2oc(-c3ccc(O)cc3)cc(=O)c2c(O)c1OC	-1	-8	58*	2	-0.42	1	-15	-25	41*
COc1ccc(C(=O)CSc2nc(SC)ns2)cc1OC	-9[fluorescence artefact?]	-4	-11	-29	-0.97	-3	-15	-22[20 µM]	-10
Fc1ccc(-c2cc(C(F)(F)F)nc(-n3cccn3)n2)cc1	3	-7	-5	6	0.93	2	-8	-7	-9
CCOc1cc2c3c(c1)C1(Nc4ccccc4S1)C(=O)N3C(C)(C)CC2C (stereo unspecified)	4	4	3	5	0.67	-4	20	-12[20 µM]	-8
COC(=O)c1ccc(C(=O)OC)c(NC(=O)CCC(=O)O)c1	1	-4	1	-12	.	-1	-15	-17	-8
Cc1ccc(N2C(=O)C3Sc4[nH]c(=O)sc4C(c4ccccc4)C3C2=O)cc1 (stereo unspecified)	0	-7	4	-24	-10*	-1	-5	-21[20 µM]	-10
O=C(N/N=C1\CCS(=O)(=O)c2ccc(F)cc21)c1ccc(O)cc1	9	0	0	-5	-0.33	-5	4	-12	-2
COc1ccc(C(=O)/C=C/Nc2ccccn2)c(OC)c1	1	4	1	34	-0.62	-9	-2	1	3
c1ccc2c(c1)ncn2Cc1nnc2sc(-c3ccc4c(c3)OCO4)nn12	-7	-1	20	26	.	36	-17	-24	-14
CCOc1ccc(NC(=O)C2=C(C)C(=O)OC23CCC(C)CC3)cc1 (stereo unspecified)	1	0	-7	3	.	1	-6	-24	-26
O=C(c1cccc(C(F)(F)F)c1)C1CCCN(C(=O)CN2CCCC2=O)C1 (stereo unspecified)	5	8	1	-2	0.2	-7	-12	-13	0
O=S(=O)(NCc1csc(-c2cccs2)n1)c1cccc(C(F)(F)F)c1	-2	.	0	-2	-5.4*	-8	-3	-8	2
O=C(NCC1CCCN(C(=O)CN2CCCCC2)C1)c1ccccc1Cl (stereo unspecified)	2	-1	-2	3	1.1	2	-6	-10	-7
COC(=O)Cc1c[nH]c2ccc(OCC(O)CNC(C)C)cc12 (stereo unspecified)	-3[fluorescence artefact?]	7	-3[fluorescence artefact?]	1	0.69	-3	-20	-18	-8
O=C(Nc1cc(C(F)(F)F)ccc1N1CCCCC1)c1ccc(Br)o1	7	-2	0	-10	0.031	-1	-23	-26[20 µM]	-1
CCOc1ccc(N2CSC(=S)N(c3ccc(OCC)cc3)C2)cc1	-5	-6	-8	9	1	-3	-8	-30	-6
COc1cccc(/C=C(/CC(=O)Nc2ccc(N3CCOCC3)cc2)c2nc3ccccc3s2)c1	-3	-17	8[fluorescence artefact?]	0	0.27	-5	-44	-16	-77
Cc1ccc(C)c(S(=O)(=O)N2CCN(CC(=O)N3CCc4ccccc4C3)CC2)c1	86*[fluorescence artefact?]	-9	11[fluorescence artefact?]	2	-4.1*	0	-17	-15[20 µM]	4
CCOC(=O)c1cnc(SCC(=O)N2CCN(C(=O)c3ccco3)CC2)nc1N	6	3	-13	-1	.	8	-19	-2	0
O=C1CCCN1CCCNC(=S)Nc1ccc(Br)cc1Cl	-15	7	1	2	-0.049	-13	-7	-19	-4

Brought forward from above: five entries, then new ones.
SMILES	14-3-3 Bad inh	Rad51 HR inh	eIF4E 4G PPI	hK5 inh	KCC2 mod	thrombin 1536	EBV gp42 inh	Furin inhibitor	p47phox inh
CCOc1ccc(N2CSC(=S)N(c3ccc(OCC)cc3)C2)cc1	-5	-6	-8	9	1	-3	-8	-30	-6
COc1cccc(/C=C(/CC(=O)Nc2ccc(N3CCOCC3)cc2)c2nc3ccccc3s2)c1	-3	-17	8[fluorescence artefact?]	0	0.27	-5	-44	-16	-77
Cc1ccc(C)c(S(=O)(=O)N2CCN(CC(=O)N3CCc4ccccc4C3)CC2)c1	86*[fluorescence artefact?]	-9	11[fluorescence artefact?]	2	-4.1*	0	-17	-15[20 µM]	4
CCOC(=O)c1cnc(SCC(=O)N2CCN(C(=O)c3ccco3)CC2)nc1N	6	3	-13	-1	.	8	-19	-2	0
O=C1CCCN1CCCNC(=S)Nc1ccc(Br)cc1Cl	-15	7	1	2	-0.049	-13	-7	-19	-4
CC(C)c1ccc(OCc2ccc(C(=O)N3CCN(c4ccccn4)CC3)cc2)cc1	-6	-1	5	16	0.1	-5	6	-19	-2
CCOC(=O)c1ccc(NC(=O)NC2CC3CCC(C2)N3)cc1 (stereo unspecified)	-15	24	-3	-4	0.42	-11	-15	-25	-17
Cc1ccccc1-c1nnc(SCc2ccccc2)o1	-11	-4	-7	0	-1.1	0	-14	-20[20 µM]	-2
CCN(CC)S(=O)(=O)c1cccc(NC(=O)COc2ccc(F)cc2Br)c1	1	7	15	-18	-1.9	-1	12	-11	-19
O=C(O)c1ccc(CNCc2cccc(Cl)c2)cc1	-3	2	0	.	-0.88	-1	12	-21	-7
O=C(Nc1ccc2oc(-c3ccccc3F)nc2c1)c1ccc2c(c1)OCCO2	-8	-6	-15	-4	0.24	-6	-20	-15	-15
CC(C)CCn1c(=O)c2ccccc2c2ccccc2c1=O	11	15	5	15	.	-3	9	-22[20 µM]	-9
O=C(Cn1c(C2CC2)nc2ccccc2c1=O)Nc1ccc(Br)cc1	-4[fluorescence artefact?]	0	4[fluorescence artefact?]	-7	.	3	-24	-19	-12
O=S(=O)(Cc1ccccc1)c1nc2ccccc2n1Cc1ccccn1	-5	.	-3	.	-0.5	-1	0	-15	-4
CC1CC1C(=O)OCc1cc(=O)n2cc(Br)ccc2n1 (stereo unspecified)	-2	5	5	1	0.038	-8	-11	-15	-7
COCCNC(=O)CNC(c1ccccc1)c1ccccc1	28	.	-1	.	-0.53	1	1	-32	-5
Cc1ccc(NC(=O)CSc2nnc([C@H](C)NC(=O)OC(C)(C)C)o2)c(C)c1	2	3	0	24	-0.74	6	-15	2	3
CCNC(=O)NC(=O)C(C)OC(=O)[C@H](C)NS(=O)(=O)c1c(C)c(C)cc(C)c1C (stereo partly specified)	-2	12	-1	3	0.028	-3	-12	-13	-9
CCN(CC(=O)Nc1cccc(C(C)=O)c1)S(=O)(=O)c1ccccc1	0	.	3	.	-1.6	-2	-5	-26	2
COCCOC(=O)c1c(C)nc(SCC(=O)Nc2ccc(OC)cc2)c(C#N)c1-c1ccco1	-11	0	-12[fluorescence artefact?]	-13	.	4	-2	-20[20 µM]	-3
O=C(NCC1CCCO1)c1ccc(OC2CCN(C(=O)C3CC3)CC2)cc1 (stereo unspecified)	3	-15	0	.	1.1	2	-4	-29	3
Nc1[nH]c(=S)nc2nc(-c3ccccc3)c(-c3ccccc3)nc12	-15	15	-6	1	0.058	1	-2	-22	-8
CNc1nc(N)nc(OC(C(F)(F)F)C(F)(F)F)n1	-6	-7	2	-11	0.35	-2	-5	-17	-8
O=C(NCCc1ccc(Cl)cc1)Nc1ccc(F)cc1	-5	-2	0	-1	-1.9	-3	-8	-36	-12
CN(C)c1nc(N)nc(CSc2ccccn2)n1	2	-2	-1	-5	0.064	-3	-1	-20[20 µM]	-19
CC1CC(C)CN(CCOc2cccc(Cl)c2Cl)C1 (stereo unspecified)	52	29	-4	-6	0.85	-2	-13	-9	6
Cn1c(-c2ccccc2)c[n+]2c1CCCCC2	-7	2	1	3	0.84	-17	-9	-23	-2
O=c1[nH]cnc2c1N=C(c1cccc([N+](=O)[O-])c1)CC(c1ccccc1)N2 (stereo unspecified)	-23	-14	0	-10	-1.5	1	12	-13	-6
Cc1ccc(S(=O)(=O)NCC(c2ccccc2)N2CCN(CCC#N)CC2)cc1 (stereo unspecified)	6	-3	7	2	-0.015	-20	-7	-17[20 µM]	-5
O=S(=O)(Nc1nc2ccccc2nc1NCc1ccco1)c1ccc(Cl)cc1	9[fluorescence artefact?]	3	-1	0	-1	-9	32	10[20 µM]	-16
(more compounds)
SMILES	14-3-3 Bad inh	Rad51 HR inh	eIF4E 4G PPI	hK5 inh	KCC2 mod	thrombin 1536	EBV gp42 inh	Furin inhibitor	p47phox inh
CCOC(=O)N1CCC2(O)CCCCC2C1c1ccc(F)cc1 (stereo unspecified)	2	-11	5	3	0.063	4	-6	-19[20 µM]	1
COCCCNC(=S)N1CCN(C)CC1	12	-6	-16	1	0.38	-5	-5	-18	14
COc1ccc(S(=O)(=O)n2[nH]c(=O)c(CCO)c2C)c([N+](=O)[O-])c1	-3	25	1	-4	0.39	2	-18	-22	-16
Cc1ccc(C2N=C(N)Nc3nc(=O)c4ccccc4n32)cc1 (stereo unspecified)	7	-16	-2	3	-0.32	-5	-1	-23	6
Cc1nc(C(=O)N2CCc3c([nH]c4ccccc34)C2c2ccccn2)cs1 (stereo unspecified)	-22	-2	-7	-3	-0.29	-7	-5	-34	-2
CNc1nnc(-c2cc3ccccc3oc2=O)s1	0[fluorescence artefact?]	-5	-15[fluorescence artefact?]	-17	.	2	-16	-9	-12
Cc1ccc(NC(=O)OCc2cc(-c3ccccc3)on2)cc1	-9	11	1	-26	1	4	4	-13	-3
O=C(Cc1ccc(Cl)cc1)Nc1ccc2oc(=O)ccc2c1	-1	.	-1	-3	-1	-2	7	-13	-7
COc1ccc(-c2nnc(CSc3nc4ccccc4c(=O)n3CC(C)C)o2)cc1OC	.	3	.	5	.	3	-56	-1	37*
O=C1CC(c2ccccc2)CC(O)=C1C=NCCN1CCOCC1 (stereo unspecified)	5	-1	-4	20	0.96	2	-8	-11	-13
O=C(O)CN1C(=O)SC(Nc2ccccc2)C1=O (stereo unspecified)	4	-2	-2	-12	0.018	-2	-10	-26[20 µM]	-1
Cc1cc(N2CCN(c3cccc(C(F)(F)F)c3)CC2)n2nc(C)nc2n1	4	10	2	-13	-0.9	0	-3	-6	-13
Cc1ccc(NC(=O)C(OC(=O)c2ccc(O)cc2)c2ccccc2)cc1Cl (stereo unspecified)	11	-9	2	-14	-0.44	-12	-3	-11	-33
COc1cc(OC)c(N(C)S(=O)(=O)c2cccc(C(=O)OCC(=O)NCc3ccco3)c2)cc1Cl	-2	.	4	.	-0.64	0	-7	-34	.
O=C(COC(=O)c1ccc2ccccc2n1)c1ccccc1	5	-3	1	-12	-1.1	1	-9	-15	-3
O=c1ccc(C(F)(F)F)cn1Cc1cc(=O)n2cc(Br)ccc2n1	-16	0	16	0	-0.58	-5	3	-22	-1
CC(C)c1ccccc1NC(=O)c1cnccn1	-9	6	8	7	.	-1	-10	-13[20 µM]	-3
COc1ccc(CNCC(O)(c2ccc(F)cc2)c2ccc(F)cc2)cc1	-14	-32	3	-5	-0.94	-11	-8	-21	-3
Cc1c(C)n(CCC#N)c2ccccc12	-5[fluorescence artefact?]	9	-2	-14	0.23	-9	10	-3	-1
